CAL PDZ FP-1: inhibitors of human CAL PDZ peptide binding; purified CAL PDZ, TMR-peptide fluorescence polarization, 1 h; inhibition, % at 24.9 µM; actives 0.92% (n = 300,000); AID 602252;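 active = mean inhibition of at least 30% with at least half of replicates also reaching 30%; inconclusive = no clear call, values can overlap the other calls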;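 also: 0% = DMSO neutral control and 100% = excess unlabeled competitor peptide PRC23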
PKA-R2B activ: PKA-R2B complex activation; P22694+P31323; PKA-R2B holoenzyme dissociation, Cy5-IP20 fluorescence polarization; R2B truncated from residue 108, S112A mutant; 0% DMSO only, 100% 113 µM cGMP; activation, % at 11.4 µM; actives 0.079% (n = 340,000);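 active = activation above a cutoff set at the mean over all compounds plus 3 SD, cut at about 18% in these data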;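 also: higher means more holoenzyme dissociation and a rise in polarization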
cardiac RTF act: increases calcium sensitivity of human cardiac regulated thin filaments. IANBD-labeled TnC RTF fluorescence at EC20 calcium; 0% EC20 calcium, 100% full calcium. activation, % at 7.2 µM. actives 0.24% (n = 340,000). AID 493008. P19429+P45379;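 active = activation above the mean over all tested compounds plus 3 SD, cut at about 30% in these data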;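 also: rise in fluorescence read as greater calcium sensitivity of cardiac thin filaments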
Rtt109 Vps75: C. albicans Rtt109 histone acetyltransferase inhibition | AID 540336 | inhibition, % at 34.9 µM | actives 0.16% (n = 330,000) | Q5AAJ8 | purified Rtt109/Vps75, ThioGlo CoA-SH fluorescence, 4 h;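 active = inhibition of at least 50% in every replicate; inconclusive = best replicate reaches 50% inhibition but some replicates fall short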
Target sequence (Q5AAJ8 whole entry, looked up): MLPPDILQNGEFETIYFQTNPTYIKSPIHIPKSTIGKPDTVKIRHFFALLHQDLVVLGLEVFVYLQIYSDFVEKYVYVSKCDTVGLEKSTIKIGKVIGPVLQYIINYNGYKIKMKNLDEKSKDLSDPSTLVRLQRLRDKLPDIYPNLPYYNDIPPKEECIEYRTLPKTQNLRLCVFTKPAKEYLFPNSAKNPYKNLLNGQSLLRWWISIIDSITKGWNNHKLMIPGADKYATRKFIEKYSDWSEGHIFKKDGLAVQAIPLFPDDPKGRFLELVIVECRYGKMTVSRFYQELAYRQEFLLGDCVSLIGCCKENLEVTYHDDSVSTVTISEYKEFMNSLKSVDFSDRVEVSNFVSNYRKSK
Cardiac RTF inh: cardiac RTF calcium desensitization; P19429+P45379; IANBD-labeled cardiac RTF, Ca2+ fluorescence; inhibition, % at 7.15 µM; actives 0.12% (n = 340,000);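 active = inhibition above the mean inhibition of all tested compounds plus 3 SD, cut at about 17% in these data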;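 also: assay run at fixed EC70 calcium of 1.6 mM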
CAL PDZ FP-2: human CAL PDZ-peptide interaction inhibition; Q9HD26; purified CAL PDZ, TMR-peptide fluorescence polarization, 1 h; inhibition, % at 20 µM; actives 0.02% (n = 330,000); AID 504414;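 active = highest replicate inhibition of at least 40%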;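 also: plate controls were DMSO neutral control wells for no effect and unlabeled competitor peptide control wells for full effect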
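System: tagged CAL PDZ domain. Schedule: 1 h room-temperature incubation prior to read. Signal: fluorescence polarization (mP). Measure: percent inhibition from loss of millipolarization.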
DAGLB inhibitor: blocks human DAGLB lipase activity. Q8NCG7. HEK293T DAGLB membrane lysate, EnzChek fluorogenic substrate. inhibition, % at 5.17 µM. actives 0.059% (n = 340,000). AID 504411; in the data active = inhibition above about 34%;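 also: 0% = enzyme with vehicle and 100% = wells lacking enzyme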
SR-BI uptake up: SR-BI HDL lipid transfer activation; CHO ldlA[mSR-BI] cells, DiI-HDL uptake fluorescence, 3 h; 100 = double the neutral-control signal; activation, % at 12.5 µM; actives 0.096% (n = 320,000);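 active = mean replicate activation of at least 60% and every replicate at or above 60%; inconclusive = mean or all-replicate condition met, but not both; inactive = mean below 60% and not all replicates reaching 60%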;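 also: 0% = median plate neutral-control signal and 100% = twice that signal; values of inactives mirror those of a sister screen read the other way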
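Material: SR-BI-overexpressing, LDLR-lacking CHO cells; schedule: compound exposure 3 h, 37 °C; reagent: DiI-labelled HDL at 10 µg/mL final; technique: bottom-read fluorescence, 550/595 nm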
LANA DNA inh: KSHV C-LANA DNA binding inhibition; inhibition, % at 9 µM; MBP-C-LANA/FAM-LBS DNA binding, fluorescence polarization; actives 0.078% (n = 340,000);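 active = highest replicate inhibition at or above 60% at 9 µM, even if other replicates fall short; inactive = all replicates below 60% inhibition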;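 also: 0% = neutral control wells and 100% = 4 µM acridine orange control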
Keap1 Nrf2 FP: Keap1-Nrf2 (human) interaction inhibition; AID 504523; Q14145; Keap1 Kelch-Nrf2 peptide fluorescence polarization, 1536-well; inhibition, % at 9.4 µM; actives 0.15% (n = 340,000); in the data active = inhibition above about 12%; inconclusive = no clear call, values can overlap the other calls; inactive = below about 7.3%;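 also: human Keap1 Kelch domain with fluorescein labeled Nrf2 9mer peptide probe; 0% = neutral control wells and 100% = peptide positive control; higher means more block of Keap1 binding to Nrf2 peptide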
Target sequence (Q14145 whole entry, looked up, the tested form may be a part): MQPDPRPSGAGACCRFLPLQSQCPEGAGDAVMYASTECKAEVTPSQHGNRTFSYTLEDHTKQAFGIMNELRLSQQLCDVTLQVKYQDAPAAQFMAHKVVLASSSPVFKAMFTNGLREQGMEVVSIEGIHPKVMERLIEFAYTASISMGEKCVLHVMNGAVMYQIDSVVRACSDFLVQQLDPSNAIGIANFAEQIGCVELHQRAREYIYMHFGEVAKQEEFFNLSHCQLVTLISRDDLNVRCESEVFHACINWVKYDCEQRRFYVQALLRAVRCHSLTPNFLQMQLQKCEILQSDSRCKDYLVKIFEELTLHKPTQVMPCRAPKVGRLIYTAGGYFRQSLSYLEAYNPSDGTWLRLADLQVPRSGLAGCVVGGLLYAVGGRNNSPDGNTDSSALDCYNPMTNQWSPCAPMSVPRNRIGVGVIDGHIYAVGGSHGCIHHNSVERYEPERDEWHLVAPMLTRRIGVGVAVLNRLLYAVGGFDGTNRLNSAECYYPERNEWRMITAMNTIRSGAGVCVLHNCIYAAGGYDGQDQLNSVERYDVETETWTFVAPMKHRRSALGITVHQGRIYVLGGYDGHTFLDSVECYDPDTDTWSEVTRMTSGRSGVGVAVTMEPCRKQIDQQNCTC
* hit, by the source's call.

Screening COc1ccc(CCNC(=O)C(C)n2nc(C)c3c(C)n(-c4ccc(C)cc4)nc3c2=O)c(OC)c1 (stereo unspecified) returned CAL PDZ FP-1 5, PKA-R2B activ -8, cardiac RTF act -4, Rtt109 Vps75 5, Cardiac RTF inh -1, CAL PDZ FP-2 -0.5, DAGLB inhibitor 1, SR-BI uptake up -49, LANA DNA inh -0.7 and Keap1 Nrf2 FP -5.
CCOC(=O)CNC(=O)c1cccnc1 was read as CAL PDZ FP-1 -3, PKA-R2B activ -5, cardiac RTF act -3, Rtt109 Vps75 4, Cardiac RTF inh 3, CAL PDZ FP-2 -0.1, DAGLB inhibitor 0, SR-BI uptake up 17, LANA DNA inh 1.9 and Keap1 Nrf2 FP 0.
`CCCc1ccc(C#N)c(SC2CC(=O)N(c3ccc(OC)cc3)C2=O)n1` (stereo unspecified) gave CAL PDZ FP-1 -4, PKA-R2B activ 1, cardiac RTF act -4, Rtt109 Vps75 15, Cardiac RTF inh -5, CAL PDZ FP-2 -1.0, DAGLB inhibitor 2, SR-BI uptake up 6, LANA DNA inh -0.8 and Keap1 Nrf2 FP 2.
CC1CCCN(CC(=O)Nc2ccc(S(=O)(=O)N3CCCC3)cc2)C1 (stereo unspecified) was read as CAL PDZ FP-1 1, PKA-R2B activ 4, cardiac RTF act -6, Rtt109 Vps75 8, Cardiac RTF inh 1, CAL PDZ FP-2 -2.4, DAGLB inhibitor -5, SR-BI uptake up -13, LANA DNA inh 0.0 and Keap1 Nrf2 FP 6.
Screening Cc1nnc(SCC(=O)Nc2cc(S(=O)(=O)N3CCOCC3)ccc2N2CCCC2)s1 returned PKA-R2B activ -2, cardiac RTF act -2, Rtt109 Vps75 3, Cardiac RTF inh 4, CAL PDZ FP-2 1.9, DAGLB inhibitor -1, SR-BI uptake up 11, LANA DNA inh 0.9 and Keap1 Nrf2 FP 5.
CC(=O)NC(NC(C)=O)c1cccc(OCc2ccccc2)c1 was read as CAL PDZ FP-1 -5, PKA-R2B activ -3, cardiac RTF act 4, Rtt109 Vps75 5, Cardiac RTF inh -2, CAL PDZ FP-2 0.0, DAGLB inhibitor 0, SR-BI uptake up 13, LANA DNA inh 0.0 and Keap1 Nrf2 FP 5.
Screening O=C(c1cccc(Cl)c1)N1CCN(C2CCCCCC2)CC1 returned CAL PDZ FP-1 1, PKA-R2B activ -5, cardiac RTF act 0, Rtt109 Vps75 0, Cardiac RTF inh -3, CAL PDZ FP-2 0.0, DAGLB inhibitor 0, SR-BI uptake up 3, LANA DNA inh 1.6 and Keap1 Nrf2 FP -1.
O=P(OCC1CC1)(c1ccccc1)c1ccccc1 was read as CAL PDZ FP-1 -3, PKA-R2B activ -3, cardiac RTF act 14, Rtt109 Vps75 6, Cardiac RTF inh -7, CAL PDZ FP-2 -0.3, DAGLB inhibitor -3, SR-BI uptake up 23, LANA DNA inh -1.1 and Keap1 Nrf2 FP 0.
COc1ccccc1C(=O)NNC(=O)CCCN1C(=O)/C(=C/c2cccs2)SC1=S was read as CAL PDZ FP-1 -3, PKA-R2B activ 0, cardiac RTF act 26, Rtt109 Vps75 4, Cardiac RTF inh -13, CAL PDZ FP-2 -0.6, DAGLB inhibitor 4, SR-BI uptake up -26, LANA DNA inh 2.3 and Keap1 Nrf2 FP -5.
Screening COCc1nnc(NC(=O)c2cc(OC)c(OC)cc2[N+](=O)[O-])s1 returned CAL PDZ FP-1 -6, PKA-R2B activ 11, cardiac RTF act 1, Rtt109 Vps75 -1, Cardiac RTF inh -1, CAL PDZ FP-2 0.1, DAGLB inhibitor 2, SR-BI uptake up 33, LANA DNA inh -0.9 and Keap1 Nrf2 FP -4.
Screening O=C(NC1=NCCS1)C1Cc2ccccc2CN1C(=O)c1ccccc1 (stereo unspecified) returned CAL PDZ FP-1 2, PKA-R2B activ -6, cardiac RTF act 7, Rtt109 Vps75 -3, Cardiac RTF inh -9, CAL PDZ FP-2 -2.0, DAGLB inhibitor 3, SR-BI uptake up inconclusive, LANA DNA inh -0.9 and Keap1 Nrf2 FP -10.
For O=C(NCC(=O)N1CCN(Cc2ccccc2)CC1)c1ccc(Br)cc1 the results were CAL PDZ FP-1 41*, PKA-R2B activ -2, cardiac RTF act 7, Rtt109 Vps75 8, Cardiac RTF inh -9, CAL PDZ FP-2 -1.1, DAGLB inhibitor -1, SR-BI uptake up -6, LANA DNA inh -0.4 and Keap1 Nrf2 FP 3.
`CCCCN(C(=O)CCN1C(=O)C2CC=CCC2C1=O)c1c(N)n(CCCC)c(=O)[nH]c1=O` (stereo unspecified) gave CAL PDZ FP-1 -4, PKA-R2B activ 7, cardiac RTF act -1, Rtt109 Vps75 -13, Cardiac RTF inh -16, CAL PDZ FP-2 -2.0, DAGLB inhibitor 2, SR-BI uptake up 25, LANA DNA inh 0.4 and Keap1 Nrf2 FP -1.
`COc1cccc(CN(CC(=O)NCc2ccccc2)C(=O)c2csnn2)c1` gave CAL PDZ FP-1 0, PKA-R2B activ -8, cardiac RTF act -4, Rtt109 Vps75 -5, Cardiac RTF inh 6, CAL PDZ FP-2 -3.3, DAGLB inhibitor 0, SR-BI uptake up 14, LANA DNA inh 0.9 and Keap1 Nrf2 FP 0.
For CCN(c1cccc(C)c1)S(=O)(=O)c1cc2c3c(c1)CCC(=O)N3CCC2 the results were CAL PDZ FP-1 1, PKA-R2B activ -3, cardiac RTF act -5, Rtt109 Vps75 10, Cardiac RTF inh -19, CAL PDZ FP-2 -2.5, DAGLB inhibitor -3, SR-BI uptake up -9, LANA DNA inh 1.3 and Keap1 Nrf2 FP 0.
For N#Cc1nc(Cc2cccc3ccccc23)oc1NCC1CCCO1 (stereo unspecified) the results were PKA-R2B activ -1, cardiac RTF act 4, Rtt109 Vps75 5, Cardiac RTF inh 0, CAL PDZ FP-2 -3.0, DAGLB inhibitor 0, SR-BI uptake up -30, LANA DNA inh 0.2 and Keap1 Nrf2 FP -4.
Screening CCC(=O)N1CCN(c2nc(C)nc3sc(C)c(C)c23)CC1 returned CAL PDZ FP-1 2, PKA-R2B activ -16, cardiac RTF act 16, Rtt109 Vps75 -3, Cardiac RTF inh 0, CAL PDZ FP-2 -3.2, DAGLB inhibitor 2, SR-BI uptake up -15, LANA DNA inh -1.0 and Keap1 Nrf2 FP -2.
`CCc1[nH]nc(C(=O)NC2CCCN(Cc3ccccc3F)C2)c1C` (stereo unspecified) gave CAL PDZ FP-1 -5, PKA-R2B activ 2, cardiac RTF act 1, Rtt109 Vps75 5, Cardiac RTF inh 1, CAL PDZ FP-2 1.0, DAGLB inhibitor 0, SR-BI uptake up -3, LANA DNA inh 0.4 and Keap1 Nrf2 FP -1.
Screening Cc1ccc2[nH]c(=O)c(CN(CC3CCCO3)S(=O)(=O)c3cccc4nsnc34)cc2c1 (stereo unspecified) returned PKA-R2B activ 2, cardiac RTF act -2, Rtt109 Vps75 10, Cardiac RTF inh 2, CAL PDZ FP-2 -1.1, DAGLB inhibitor 0, SR-BI uptake up 16, LANA DNA inh -1.0 and Keap1 Nrf2 FP 2.
`O=C(Nc1ccc(Oc2ccc(Cl)cc2)cc1)c1ncn[nH]1` gave CAL PDZ FP-1 -2, PKA-R2B activ -1, cardiac RTF act -1, Rtt109 Vps75 -17, Cardiac RTF inh -7, CAL PDZ FP-2 -3.7, DAGLB inhibitor 0, SR-BI uptake up 10, LANA DNA inh -1.0 and Keap1 Nrf2 FP -1.
For Cc1ccc(C(=O)NNC(=O)c2cccc(Br)c2)cc1 the results were CAL PDZ FP-1 -1, PKA-R2B activ 0, cardiac RTF act -7, Rtt109 Vps75 7, Cardiac RTF inh 5, CAL PDZ FP-2 -3.9, DAGLB inhibitor -1, SR-BI uptake up -12, LANA DNA inh 0.2 and Keap1 Nrf2 FP -3.
For CCC(CO)Oc1cc(NC(=O)c2cccc([N+](=O)[O-])c2)c2ncn(C(C)C)c2c1 (stereo unspecified) the results were CAL PDZ FP-1 -1, PKA-R2B activ -3, cardiac RTF act 2, Rtt109 Vps75 8, Cardiac RTF inh 6, CAL PDZ FP-2 1.1, DAGLB inhibitor 5, SR-BI uptake up -75, LANA DNA inh -0.8 and Keap1 Nrf2 FP -5.
`O=C(Nc1ccc(Br)cc1)c1ccc(F)c(S(=O)(=O)N2CCN(c3ccccn3)CC2)c1` gave PKA-R2B activ -3, cardiac RTF act -5, Rtt109 Vps75 -10, Cardiac RTF inh 2, CAL PDZ FP-2 -1.9, DAGLB inhibitor -1, SR-BI uptake up -51, LANA DNA inh -0.4 and Keap1 Nrf2 FP -1.
CCOCc1c(C(=O)Nc2ccc(OC)nc2)oc2ccccc12 was read as CAL PDZ FP-1 -1, PKA-R2B activ -5, cardiac RTF act -2, Rtt109 Vps75 -4, Cardiac RTF inh -2, CAL PDZ FP-2 -4.0, DAGLB inhibitor -1, LANA DNA inh 3.8 and Keap1 Nrf2 FP 3.
`O=C(O)c1cc(Cl)c2c(c1)[C@@H]1C=CC[C@@H]1[C@H](c1ccc(S(=O)(=O)N3CCOCC3)cc1)N2` gave CAL PDZ FP-1 -6, PKA-R2B activ -5, cardiac RTF act -9, Rtt109 Vps75 -1, Cardiac RTF inh -5, CAL PDZ FP-2 -3.5, DAGLB inhibitor 9, SR-BI uptake up 32, LANA DNA inh -1.5 and Keap1 Nrf2 FP -5.
Screening CCN(CC)C(=O)c1cncc(C(=O)N(CC)CC)c1-c1ccccc1 returned CAL PDZ FP-1 -10, PKA-R2B activ -3, cardiac RTF act -2, Rtt109 Vps75 -23, Cardiac RTF inh -13, CAL PDZ FP-2 -0.5, DAGLB inhibitor 4, SR-BI uptake up 28, LANA DNA inh -0.8 and Keap1 Nrf2 FP 2.
COc1cc(C(=O)Nc2cc(Cl)ccc2C)c(-n2cnnn2)cc1OC was read as CAL PDZ FP-1 2, PKA-R2B activ 3, cardiac RTF act -3, Rtt109 Vps75 -4, Cardiac RTF inh 1, CAL PDZ FP-2 -5.4, DAGLB inhibitor 1, SR-BI uptake up -8, LANA DNA inh -0.2 and Keap1 Nrf2 FP -2.
For CCn1cc(C(=O)Nc2ccc(C)cc2[N+](=O)[O-])c(C)n1 the results were CAL PDZ FP-1 7, PKA-R2B activ 2, cardiac RTF act -3, Cardiac RTF inh -6, CAL PDZ FP-2 -1.5, DAGLB inhibitor -2, SR-BI uptake up 12, LANA DNA inh -1.4 and Keap1 Nrf2 FP -2.

Screens from PubChem BioAssay.
